RmlCD inh 1536 = inhibitors of Mycobacterium tuberculosis RmlC and RmlD coupled enzymes. P9WH09+P9WH11. inhibition, % at 3.6 µM. RmlC+RmlD coupled enzyme assay, percent inhibition; primary screen in compound mixtures. 160,000 tested, 0.03% active. AID 1533; in the data active = inhibition mostly above about 34%, no sharp cut-off; note: some results filed as inactive read as strong as hits
Target sequence (P9WH09 whole entry, looked up): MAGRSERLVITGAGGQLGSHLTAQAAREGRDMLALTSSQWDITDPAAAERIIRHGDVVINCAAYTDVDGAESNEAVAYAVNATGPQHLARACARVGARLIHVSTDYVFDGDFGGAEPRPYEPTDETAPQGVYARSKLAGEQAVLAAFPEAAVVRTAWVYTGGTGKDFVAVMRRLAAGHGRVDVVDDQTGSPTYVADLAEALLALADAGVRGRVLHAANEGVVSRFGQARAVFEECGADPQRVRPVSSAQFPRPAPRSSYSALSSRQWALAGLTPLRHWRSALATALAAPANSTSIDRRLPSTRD
Target sequence (P9WH11 whole entry, looked up): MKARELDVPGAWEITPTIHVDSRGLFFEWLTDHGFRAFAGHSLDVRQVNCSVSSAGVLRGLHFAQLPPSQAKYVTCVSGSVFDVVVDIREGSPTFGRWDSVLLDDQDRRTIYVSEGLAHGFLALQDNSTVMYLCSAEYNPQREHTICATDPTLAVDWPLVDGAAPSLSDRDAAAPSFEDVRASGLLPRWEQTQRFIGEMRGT
GlmU inhibition = inhibition of mycobacterial GlmU enzyme – biochemical, glucosamine-1-phosphate acetyltransferase (AID 1376); inhibition, %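 (tested at 30 µM in the primary screen)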, or IC50 in µM where a hit was titrated; 220,000 tested, 0.25% active; M. tuberculosis GlmU acetyltransferase enzyme assay; higher % means a stronger effect; in the data active = inhibition above about 13%;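 note: 0% = complete reaction with vehicle and 100% = reaction without substrate; strong numbers were not always called active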
Starred values were filed as active, the others as inactive; nt = no result given.

Preview (2 entries):
no. | smiles | GlmU inhibition | RmlCD inh 1536
1 | CCCCC(=O)Nc1ccc(C(=O)N2CCN(C)CC2)cc1 | 3.6% | 20.5
2 | CCNc1nc(NCC)nc(OCC(=O)O)n1 | 0.8% | 25.9

All compounds of this part (from the top)
no. | smiles | GlmU inhibition | RmlCD inh 1536
1 | CCCCC(=O)Nc1ccc(C(=O)N2CCN(C)CC2)cc1 | 3.6% | 20.5
2 | CCNc1nc(NCC)nc(OCC(=O)O)n1 | 0.8% | 25.9
3 | CCOC(=O)C1=C(c2ccccc2)NC(=S)NC1c1cc([N+](=O)[O-])ccc1OC (stereo not given) | -1.7% | -4.7
4 | COC(=O)c1ccccc1NC(=O)CSCC(=O)Nc1ccc(F)cc1 | -2.4% | -1.9
5 | Cc1onc(-c2ccccc2Cl)c1C(=O)Nc1ccccc1 | -4.0% | nt
6 | Cc1cccc(N2CCN(C(=O)c3ccncc3)CC2C)c1 (stereo not given) | 2.9% | -4.2
7 | C=CCNC(=O)c1onc(CSc2cccc(C)c2)c1C(=O)O | -2.7% | nt
8 | Cc1cc(NC(=O)CSc2nc3cc4c(cc3c(=O)n2CCc2ccccc2)OCO4)no1 | 3.9% | nt
9 | Cc1ccc2c(CC(=O)N3CCc4ccccc43)coc2c1 | 4.6% | nt
10 | Cn1c(SCC(=O)N2CCCc3ccccc32)nnc1-c1cccs1 | nt | -4.7
11 | O=C(CN1CCCCC1)n1c2ccccc2c2ccccc21 | 1.3% | nt
12 | COC(=O)C1=C(C)N=C2SCCC(=O)N2C1c1cccs1 (stereo not given) | 7.0% | nt
13 | O=C(Nc1ccccn1)C(NS(=O)(=O)c1cccc2nsnc12)c1ccccc1 (stereo not given) | 7.1% | 55.3
14 | O=C(OCc1cccc([N+](=O)[O-])c1)c1ccncc1 | 2.1% | 2.9
15 | CC(C)NC(=O)C1CCN(C2CCN(Cc3nc4ccccc4s3)CC2)CC1 | -6.0% | 2.4
16 | CCCOc1ccccc1-c1nc(SCCC(=O)O)n[nH]1 | 2.2% | 10.0
17 | COc1ccc(CNC(=O)COC(=O)c2ccc3c(c2)OCCO3)cc1 | -1.3% | -3.0
18 | O=C(O)CCCCCN1C(=O)C(O)=C(C(=O)/C=C/c2ccccc2)C1c1ccc2c(c1)OCO2 (stereo not given) | -1.9% | 2.4
19 | N=C1SC(CC(=O)Nc2ccc([N+](=O)[O-])cc2)C(=O)N1c1ccccc1 (stereo not given) | 4.0% | -29.4
20 | Cc1ccc(C(=O)N/C(=C/c2cccnc2)C(=O)NCc2ccco2)cc1 | -0.4% | nt

Some of these compounds in order of length of the SMILES, largest number first.
no. | smiles | GlmU inhibition | RmlCD inh 1536
18 | O=C(O)CCCCCN1C(=O)C(O)=C(C(=O)/C=C/c2ccccc2)C1c1ccc2c(c1)OCO2 (stereo not given) | -1.9% | 2.4
3 | CCOC(=O)C1=C(c2ccccc2)NC(=S)NC1c1cc([N+](=O)[O-])ccc1OC (stereo not given) | -1.7% | -4.7
19 | N=C1SC(CC(=O)Nc2ccc([N+](=O)[O-])cc2)C(=O)N1c1ccccc1 (stereo not given) | 4.0% | -29.4
13 | O=C(Nc1ccccn1)C(NS(=O)(=O)c1cccc2nsnc12)c1ccccc1 (stereo not given) | 7.1% | 55.3

Other compounds.
no. | smiles | GlmU inhibition | RmlCD inh 1536
21 | Oc1ccccc1-c1nc2c3ccccc3c3ccccc3c2[nH]1 | -2.9% | -11.1
22 | COc1ccc(CC(=O)Nc2ccc3c(C)cc(=O)oc3c2)cc1OC | 3.4% | 11.1
23 | COC(=O)c1cc(NS(=O)(=O)c2ccc(N3CCOCC3)c(N)c2)cc(C(=O)OC)c1 | 1.4% | -5.0
24 | O=C(c1cccc(Oc2ccc([N+](=O)[O-])cc2Cl)c1)N1CCCCC1 | -4.4% | 12.1
25 | CCN(CC)c1ccc(/C=N/OCC(=O)N2CCCc3ccccc32)cc1 | 2.3% | 24.0
26 | CC(CCc1ccccc1)NC(=O)COC(=O)c1cccc2ccccc12 (stereo not given) | 1.6% | nt
27 | Oc1ccc(C2=CCNCC2)cc1O | 3.1% | nt
28 | O=c1c2ccccc2nc2n1C(CSc1ccc(Cl)cc1)CN2 (stereo not given) | -0.7% | 12.5
29 | COc1ccc(O)c(-c2cc(-c3cccs3)[nH]n2)c1 | -6.0% | -1.8
30 | N#CC(C#N)=C1C=C2C=C(N3CCCCCC3)CCC2CC1 (stereo not given) | -2.1% | -11.4
31 | COCC(C)n1c(C)cc(C(=O)Cn2nc(C(=O)O)c3ccccc3c2=O)c1C (stereo not given) | 2.5% | 45.7
32 | CCOP(=O)(OCC)/C(C#N)=C/c1c[nH]c2ccccc12 | 6.8% | -6.4
33 | Cc1nc2ccc(NC(=O)c3nn(C(C)C)c(=O)c4ccccc34)cc2s1 | -3.1% | 0.3
34 | COc1cccc(C2NC(=O)NC(C)=C2C(=O)Nc2cccc(C)c2C)c1 (stereo not given) | 0.3% | -7.2
35 | Cc1ccc(C(=O)C2C(c3cccs3)NC(=O)NC2(O)C(F)(F)F)cc1 (stereo not given) | 1.5% | 97.4
36 | Cc1ccc(N(CC(=O)Nc2ccc(-c3nc4ccc(C)cc4s3)cc2)S(C)(=O)=O)cc1 | 0.6% | nt
37 | CCS(=O)(=O)c1ccc2oc(Nc3ccccc3Br)nc2c1 | -1.7% | 22.4
38 | Cn1ncc(Cl)c(Oc2ccc(Cl)cc2)c1=O | -4.8% | 3.5
39 | COc1ccc(S(=O)(=O)NCCc2nnc3ccc(SCc4cccnc4)nn23)cc1 | -6.3% | nt
40 | COc1ccc(-c2cc(C3CCN(Cc4ccc([N+](=O)[O-])cc4)CC3)[nH]n2)cc1 | 5.3% | 8.5
41 | CSc1nc2cc(Oc3cccc(Cl)c3Cl)c(Cl)cc2[nH]1 | 8.6% | -6.5
42 | COC(=O)/C=C1\SC(=Nc2ccc(OC)cc2)NC1=O | -3.4% | 4.5
43 | O=C(CCCO)c1ccc2c(c1)OCCO2 | 1.9% | 6.4
44 | CCN1CCN(c2nc3c(c(=O)[nH]c(=O)n3C)n2CCCSc2ncccn2)CC1 | 2.3% | nt
45 | COc1ccc(CCNC(=O)c2csc3c2CCCC3)cc1OC | -3.6% | 2.4
46 | COc1ccccc1NC(=O)/C(=C/c1cccc([N+](=O)[O-])c1)c1ccccc1 | 1.5% | 4.3
47 | O=C(NCc1ccc(Cl)cc1)c1ccc2nc[nH]c2c1 | 0.3% | 9.1
48 | Cc1ccccc1N1C(=O)CC(N2CCC(C(N)=O)CC2)C1=O (stereo not given) | -4.7% | 5.6
49 | COc1ccc(CNc2nc3c(c(=O)n(Cc4ccc(Br)cc4)c(=O)n3C)n2C)cc1 | 5.8% | 16.1
50 | Oc1c(/C=N/Nc2cccc3cccnc23)ccc2ccccc12 | -4.4% | 28.2
51 | FC(F)(F)c1ccc(Sc2nnc(-c3cccs3)n2CC2CCCO2)nc1 (stereo not given) | 0.4% | 0.8
52 | O=C1C2=C(NC(=S)NC2c2ccc(Cl)cc2)NC(c2ccc(Cl)cc2)N1c1ccc(Cl)cc1 (stereo not given) | -5.8% | nt
53 | CCN(CC)S(=O)(=O)c1cc(C(=O)OC)ccc1Cl | -1.4% | nt
54 | Cc1ccc(CN(C(=O)c2cc(=O)c3cc(C)cc(C)c3o2)C2CCS(=O)(=O)C2)cc1 (stereo not given) | -1.6% | 7.7
55 | CCCn1c(=O)c(-c2ccccc2)c(O)c2ccccc21 | 1.9% | -2.3
56 | Cc1ccc(NC(=O)c2ccc(C(C)(C)C)cc2)cc1[N+](=O)[O-] | 4.8% | -10.3
57 | COc1cccc(NC(=O)CCC(=O)NCc2ccco2)c1 | 0.3% | nt
58 | O=C(NNS(=O)(=O)c1ccc2ccccc2c1)c1cc(-c2ccccn2)nc2ccccc12 | -3.5% | 8.9
59 | CC(=O)c1c(C)[nH]c(C(=O)CN2C(=O)NC(C)(c3ccc(C)cc3)C2=O)c1C (stereo not given) | 1.8% | 40.9
60 | Cc1ccc(NC(=S)Nc2ccc(S(=O)(=O)Nc3ncccn3)cc2)c(C)c1 | -1.2% | 29.1
61 | Cc1cccc2nc(-c3ccco3)c(Nc3ccccc3)n12 | 2.5% | -10.7
62 | N#CC(C#N)=C/C(C#N)=C(/N)N1CCN(c2ccc(Cl)cc2)CC1 | -1.3% | 43.9
63 | CCCOc1ccc(C2=NNC(c3cccs3)=Nc3ccc(OC)cc32)cc1 | -6.7% | -12.7
64 | COC(=O)C1C(c2ccccc2)C(C(=O)N2CCOCC2)C1c1ccccc1 (stereo not given) | 2.5% | nt
65 | Cc1ccc(C(=O)Nc2cccc(C(F)(F)F)c2)cc1Nc1ncnc2nc[nH]c12 | 6.1% | nt
66 | COc1ccc(NC2c3ncccc3C(=O)N2Cc2ccccc2)c(OC)c1 (stereo not given) | 0.8% | -7.9
67 | Nc1cccc2c1C(=O)N(C(=O)/C=C/c1ccc(F)cc1)C2=O | 5.8% | 24.0
68 | CC(C)(C)c1cc(C(F)(F)F)n2ncc(-c3ccccc3)c2n1 | -0.1% | -94.1
69 | O=C(COC(=O)[C@H](Cc1c[nH]c2ccccc12)NC(=O)c1ccc(Cl)cc1)Nc1ccc2c(c1)OCO2 | -1.3% | 8.1
70 | Oc1ccc(C=Nc2ccc3ncccc3c2)c(O)c1 | -1.4% | -6.4
71 | Cc1ccc(/C=C2\SC(=S)N(/N=C/c3cc([N+](=O)[O-])ccc3O)C2=O)o1 | 46.9%* | -9.0
72 | CCCOc1ccc(Cc2c(COCC)[nH]c(=S)[nH]c2=O)cc1 | -0.4% | -6.1
73 | Cc1cc2cc(CNC(=O)C3CCCC3)ccc2n1C | -1.4% | nt
74 | COCCn1c(=NC(=O)c2sc3ccccc3c2Cl)sc2cc(S(N)(=O)=O)ccc21 | 6.0% | -10.5
75 | Cc1ccc(-c2csc(NC(=O)CCNC(=O)c3ccc(Cl)cc3)n2)cc1 | 2.4% | nt
76 | COC(=O)C1=C(COc2ccccc2)NC(=O)NC1c1ccc2ccccc2c1 (stereo not given) | -0.8% | nt
77 | Cc1ccc(-c2noc(CCC(=O)Nc3cccc(C#N)c3)n2)cc1 | 1.7% | nt
78 | OCCN(CCO)c1ccc(C(c2ccccc2Cl)c2ccc(N(CCO)CCO)cc2Cl)c(Cl)c1 | -5.6% | -10.2
79 | CN1c2ccccc2Oc2nnc(N3CCN(Cc4ccccc4)CC3)cc21 | 3.4% | nt
80 | S=c1nc[nH]c2c1[nH]c1ccccc12 | 4.0% | 7.3

More records.
no. | smiles | GlmU inhibition | RmlCD inh 1536
81 | Cc1ccc(-c2nc3ccccc3c(=O)n2-c2nccs2)cc1 | 2.7% | -8.7
82 | O=C(Nc1ccn(Cc2c(F)c(F)cc(F)c2F)n1)c1ccc(COc2cc(Cl)ccc2Cl)o1 | 11.1% | nt
83 | COc1cccc(NP(=O)(Oc2ccc(Cl)cc2)Oc2ccc(Cl)cc2)c1 | 0.7% | 8.2
84 | CC(=O)Nc1ccc(OC/C=C(\C)Cl)cc1 | 3.6% | 1.7
85 | CCC(Sc1nc(N)cc(N)n1)C(=O)O (stereo not given) | -0.4% | nt
86 | Cc1cccc(C2=NN(c3ccc(Br)cc3)[C@@H](C(=O)N3CCOC3=O)[C@@H]2c2ccc(F)cc2)c1 | -1.0% | nt
87 | Cn1c(CCN2CCCCC2)nc2cc(NC(=O)C3CCCCC3)ccc21 | -2.8% | 4.2
88 | CCN(CC)CCc1c(C)[nH]c(C(=O)OCc2ccccc2)c1C | -11.1% | nt
89 | Cc1ccc(NC(=O)CS(=O)CC(=O)N(CC(=O)NC2CCCC2)c2ccc3c(c2)OCCO3)cc1 (stereo not given) | 1.0% | 1.8
90 | COc1cc(OC)c(C(=O)OCC(=O)N2CC(=O)Nc3ccccc32)cc1OC | 3.2% | -0.2
91 | CC(NC(=O)Nc1cccnc1)(C(F)(F)F)C(F)(F)F | -6.5% | nt
92 | CCOCCCNCC(=O)Nc1ccc(OC(F)(F)F)cc1 | -5.6% | 3.3
93 | Nc1ccccc1SCc1cn2ccccc2n1 | 3.4% | nt
94 | Cc1cc(C)c2oc(=O)cc(CN3CCOCC3)c2c1 | -4.5% | nt
95 | COc1cc2[nH]c3c(N4CCN(c5ccc(Cl)cc5)CC4)ncnc3c2cc1OC | 3.1% | 11.3
96 | COC(=O)Cc1c(C)c2ccc(O)c(CN3CCCC(C)C3)c2oc1=O (stereo not given) | 0.2% | nt
97 | Cc1cccc(C)c1NC(=O)COC(=O)c1nonc1N | -0.9% | 6.3
98 | COc1ccc(-n2nnnc2-c2nc3ccccc3s2)cc1 | 7.2% | 7.3
99 | O=C(CSc1nc2ccccc2[nH]1)Nc1ccccc1F | 3.5% | -5.1
100 | O=C(NCc1ccc(OC(F)(F)F)cc1)c1ccc2c(c1)S(=O)(=O)c1ccccc1C2=O | -8.5% | nt
101 | Cc1c(CCOC(=O)c2cccc([N+](=O)[O-])c2)sc[n+]1CC(=O)c1ccccc1 | -0.3% | 3.7
102 | COc1cc(/C=C(\NC(C)=O)C(=O)Nc2ccccc2C)ccc1OC(C)=O | 3.2% | 10.2
103 | COc1cc(/C=C/c2cc(C(F)(F)F)[nH]c(=O)n2)cc(OC)c1OC | 5.6% | -5.3
104 | O=C(NC1=C(Nc2ccc(Cl)cc2)C(=O)c2ccccc2C1=O)c1ccccc1 | -10.8% | nt
105 | Clc1cccc(CSc2nnc(-c3cccnc3)n2Cc2ccco2)c1 | -4.1% | -1.2
106 | Cc1ccc(C)c(NNC(N)=S)c1 | -0.4% | nt
107 | CCCC(=O)Nc1cccn(Cc2ccccc2Br)c1=O | nt | 1.8
108 | Cc1cccc(C)c1OCC(=O)Nc1ncn[nH]1 | nt | 1.8
109 | CCC1Oc2ccccc2N(CC(=O)NCCCN2CCOCC2)C1=O (stereo not given) | 6.3% | nt
110 | CNCC(C)COc1ccccc1OCc1ccccc1 (stereo not given) | -0.9% | 5.1
111 | CCc1[nH]c(C(=O)O)c(C)c1C(=O)OC | -2.0% | 8.0
112 | CCOC(CNC(=O)CCc1c(C)nc2ncnn2c1C)OCC | 1.1% | nt

An excerpt (hit frequency here may not be typical).
